S3 lipid droplet – qHTS Assay for Lipid Storage Modulators in Drosophila S3 Cells; Drosophila S3 cells, BODIPY lipid droplet fluorescence, 18-24 h; cells fed with added oleic acid; lipid storage change, negative = inhibition, % at the top dose, mostly 46.1 µM; hits show Potency in µM; hit rate 0.64% among 320,000; AID 2685; active = well fitted inhibition curve with a large enough effect in the signal ratio, with a control signal flat, not every such curve was filed as active; inconclusive = small, poorly fitted or top-dose-only effect, or effect the other way, or a change in a side signal; the % refers to the signal ratio
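Laser-scanning cytometry quantifies lipid droplet accumulation (500–530 nm total intensity; droplet/cell object ratio) in oleic acid-fed (400 uM added) Drosophila S3 cells treated with a concentration series. 20 uM Triacsin C defined 100% inhibition.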
S3 lipid droplet cell count max – second read-out of S3 lipid droplet, no call of its own (marks repeat the call); cell number change, %; measured here: cell count max response;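 cells counted by Cell Tracker Red CMTPX staining in the red channel; peak over a dose series mostly up to 46.1 µM; percent activity relative to internal control wells on each plate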
* marks the source's active call; other numbers are inactive results; i = inactive; ? = inconclusive; . = no result given; [ ] = dose if it differs, or a comment. % is set by controls: 0 for no effect and ±100 for the full control effect; potency is the fitted concentration of half-maximal effect.

SMILES	S3 lipid droplet	S3 lipid droplet cell count max
CCc1noc(C)c1C(=O)OCC(=O)Nc1ncc(Cl)cc1Cl	?	.
CC(=O)c1ccc(N2CCN(C(=O)Nc3ccc(C)cc3)CC2)cc1	?	.
Cc1cccc(NC(=O)C2CCCN(S(=O)(=O)c3cccc4nsnc34)C2)c1 (stereo not given)	i	.
COc1ccc(C(CC(=O)N2CCCCC2)c2c(OC)cc(OC)c3ccc(=O)oc23)cc1 (stereo not given)	16.8%	-14.3
CCOc1ccc(-c2ccc(SCc3ccccn3)nn2)cc1	?	.
CN(C)CCCNC(=O)/C(=N\O)c1ccccc1	?	.
CC(=O)Nc1cc(-c2nc3ccccc3o2)ccc1Cl	15.8%	8.1
COc1ccc(C(=O)/C(=C\N(C)C)n2nc(C)cc2C)cc1	-21.2%	-3.1
O=C1[C@H]2[C@@H](c3ccc(Cl)cc3)N3C(=O)N(c4cccc(F)c4)C(=O)[C@@]3(Cc3ccc(Cl)cc3)[C@H]2C(=O)N1C1CCCCC1	?	.
CC1CCC2(CC1)NC(=O)N(CC(=O)Nc1nc(-c3ccc(F)cc3)cs1)C2=O (stereo not given)	i	8.9

Next section, overlapping the part above by five compounds.
SMILES	S3 lipid droplet	S3 lipid droplet cell count max
CN(C)CCCNC(=O)/C(=N\O)c1ccccc1	?	.
CC(=O)Nc1cc(-c2nc3ccccc3o2)ccc1Cl	15.8%	8.1
COc1ccc(C(=O)/C(=C\N(C)C)n2nc(C)cc2C)cc1	-21.2%	-3.1
O=C1[C@H]2[C@@H](c3ccc(Cl)cc3)N3C(=O)N(c4cccc(F)c4)C(=O)[C@@]3(Cc3ccc(Cl)cc3)[C@H]2C(=O)N1C1CCCCC1	?	.
CC1CCC2(CC1)NC(=O)N(CC(=O)Nc1nc(-c3ccc(F)cc3)cs1)C2=O (stereo not given)	i	8.9
CC1(C)CC(=O)c2sc(NC(=O)CN3CCOCC3)nc2C1	-16.6%	4.9
CN1CCCN(C(=O)c2ccc(Cl)c(S(=O)(=O)N(C)c3ccccc3)c2)CC1	?	.
Cc1ccc(C(=O)C2CCN(C(=O)c3ccc(C)cc3)CC2)cc1	15.9%	5.8
O=C(Cc1ccc(S(=O)(=O)N2CCOCC2)s1)Nc1cc(C(F)(F)F)ccc1N1CCCC1	20.6%	12.0
CC1CN(CCCCSc2ccc(Cl)cc2)CC(C)O1 (stereo not given)	-28.7%	10.9
Cc1ccc(C)c(/C(O)=C2\C(=O)C(=O)N(CCCN3CCOCC3)C2c2cccnc2)c1 (stereo not given)	?	.
CN1CCN(S(=O)(=O)c2cccc(C(=O)Nc3cc(Cl)ccc3N3CCOCC3)c2)CC1	?	.
O=C(Nc1ccc2oc(=O)ccc2c1)c1cc2ccccc2o1	-6.9%	-8.1
CCOC(=O)C1=C(C)Nc2nnnn2C1c1c[nH]c2ccccc12 (stereo not given)	30.2%[9.22 µM]	.
O=C(c1cccs1)N1CCN(c2nnc(-c3ccccc3)c3ccccc23)CC1	-1.9%	-1.3

(cont.)
SMILES	S3 lipid droplet	S3 lipid droplet cell count max
N#CCSc1n[nH]c2nc3c(c(=O)n12)C1(CCCC1)Cc1ccccc1-3	0.5%	0.7
COc1ccc(-c2nc(C#N)c(NCCCN(C)C)o2)cc1OC	?	.
CSCCC(=O)N1CCC(n2nccc2NC(=O)CCc2ccccc2)CC1	?	.
CC12CC3(C)CC(C)(C1)CC(C(=O)NCC(=O)O)(C2)C3	1.46µM*	-16.9*
Cc1cccc(C)c1-n1c(C)cc(/C=N/NC(=O)c2ccncc2)c1C	11.3%	18.3
O=C(COC(=O)Cc1ccc(Br)cc1)NC1CC1	?	.
COc1cc(C(C[N+](=O)[O-])c2c(C)[nH]c3ccccc23)cc(OC)c1OC (stereo not given)	i	.
COc1ccc(-c2noc(CSc3nc(-c4ccccc4)cc(=O)[nH]3)n2)cc1	-0.2%	-12.1
Cc1nc2ccccc2n1/N=C/c1cccnc1	?	.
CC1(c2ccco2)NC(=O)NC1=O (stereo not given)	0.1%	1.9

Going on with the list.
SMILES	S3 lipid droplet	S3 lipid droplet cell count max
CCOC(=O)C1CCN(Cc2ccc(F)cc2F)CC1	?	.
CC(C)N1CCc2c(sc(NC(=O)c3ccc(S(=O)(=O)N(C)CC4CCCO4)cc3)c2C(N)=O)C1 (stereo not given)	7.31µM*	-19.4*
CC(=O)Nc1ccc(OCC(=O)N2CCC(Cc3ccccc3)CC2)cc1	-0.8%	-1.2
CCOC(=O)c1cnc2c(C(=O)OC)cccc2c1NCc1cccnc1	?	.
CN(C)c1ccc(/C=N/NC(=O)CNC(=O)c2ccncc2)cc1	?	.
Cc1c(Cl)cn2c(=O)cc(CN(C)Cc3nc4ccccc4c(=O)[nH]3)nc2c1Cl	?	.
O=C(CNC(c1ccccc1)c1ccccc1)Nc1ccccc1F	?	.
O=C1C(=O)N(c2ccccn2)C(c2cccc([N+](=O)[O-])c2)/C1=C(/O)c1ccc(Br)cc1 (stereo not given)	i	1.5
Cc1cc(C)nc(NS(=O)(=O)c2ccc(NC(=S)NC(=O)C(C)(C)C)cc2)n1	?	.
O=C1[C@@H]2[C@H](C(=O)N1n1cnnc1)[C@H]1C=C[C@@H]2C1	6.9%	1.7

Additional compounds follow.
SMILES	S3 lipid droplet	S3 lipid droplet cell count max
Cc1cccc(NC(=O)c2nc[nH]c2C(=O)Nc2cccc(C)c2)c1	5.1%	-0.9
COc1ccc(C2C(C(=O)OC(C)C)=C(C)N=c3s/c(=C\c4cccs4)c(=O)n32)cc1 (stereo not given)	?	.
Cc1ccc(OCC(=O)Nc2cc(-c3nn4c(C)nnc4s3)ccc2C)cc1	5.9%	19.1
Cc1ccc(NC(=S)N(CCN(C)C)Cc2cccs2)cc1	-4.0%	6.7
CC(=O)NS(=O)(=O)c1ccc(NC(=O)c2cccc(OCc3c(C)noc3C)c2)cc1	-3.4%	-19.7
Cc1cc(NC(=O)CSc2ccc3ccccc3c2)no1	i	.
COc1cc(C(=S)N2CCOCC2)cc(OC)c1OC(=O)c1ccc([N+](=O)[O-])cc1[N+](=O)[O-]	?	.
Cn1c(N)c(C(=O)CSc2nnc(Cc3cccs3)n2C2CC2)c(=O)n(C)c1=O	?	.
CCOCCn1c(CN(C)Cc2ccccc2)nc2c1c(=O)n(C)c(=O)n2C	-17.6%	17.3
OC(COc1cccc(OCC(O)CN2CCOCC2)c1)CN1CCOCC1 (stereo not given)	?	-1.1

(next part)
SMILES	S3 lipid droplet	S3 lipid droplet cell count max
COc1ccnc(Oc2ccccc2)n1	3.6%	1.7
C1CC1Cc1noc(CN2CCN(CC3CC3)CC2)n1	?	.
CC(=O)N1CCN(C(=O)c2cccc(S(=O)(=O)N3CCN(c4ccc(F)cc4)CC3)c2)CC1	?	.
CN(C(=O)CSc1ncnc2ccccc12)C1CCS(=O)(=O)C1 (stereo not given)	16.8%	4.8
O=C(COC(=O)c1cccc([N+](=O)[O-])c1)Nc1ccc(Cl)cn1	?	.
COC(=O)C1CCC(=S)N1C(=O)c1ccccc1 (stereo not given)	?	.
COc1ccc(CCNC(=O)CS(=O)Cc2nc(-c3ccc(C)cc3)oc2C)cc1OC (stereo not given)	?	.
CC(=O)Nc1ccc(NC(=O)COC(=O)[C@@H](NC(=O)c2ccc(F)cc2)C(C)C)cc1	?	.
Cc1cc(C)c(S(=O)(=O)N2CCCCC2CCNC(=O)C(=O)NCc2ccccn2)c(C)c1 (stereo not given)	1.3%	-11.9
NC(=O)COc1ccc2cc(-c3ccc(F)cc3)c(=O)oc2c1	i	-1.6

Following part
SMILES	S3 lipid droplet	S3 lipid droplet cell count max
COc1ccc(S(=O)(=O)N2CCC(C(=O)Nc3ccc(F)cc3)CC2)c2cccnc12	-7.1%	-6.2
Cc1ccc(CCNC(=O)C2CCC(CNc3c(N4CCC(C)CC4)c(=O)c3=O)CC2)cc1 (stereo not given)	?	.
O=C(NNC(=O)c1ccccc1Cl)c1cccs1	2.4%	-9.6
COc1ccc(-c2nc(SCC(=O)N(CC(C)C)c3c(N)n(Cc4ccccc4)c(=O)[nH]c3=O)n[nH]2)cc1	9.1%	-10.9
COc1ccc(C(=O)Nc2ccnn2C2CCN(Cc3ccc4nonc4c3)CC2)cc1	12.3%	.
O=C(CSc1ncc(C(F)(F)F)cc1Cl)N1CCN(S(=O)(=O)c2ccc3ccccc3c2)CC1	?	.
COc1cc(/C=N/n2c(-c3ccc4c(c3)NC(=O)CO4)csc2=Nc2cccc(C)c2)ccc1O	?	.
Clc1cccc(Cl)c1CSc1cc2c(nn1)-c1ccccc1CC2	0.0%	2.7
O=C(NC(C(=O)NCCN1CCOCC1)C12CC3CC(CC(C3)C1)C2)C1CCCCC1 (stereo not given)	?	.
Cc1ccc(-c2csc3nnc(SCC(=O)Nc4nsc(-c5ccccc5)n4)n23)cc1	?	.

The list goes on:
SMILES	S3 lipid droplet	S3 lipid droplet cell count max
O=C(O)CC1(CC(=O)Nc2cc(C(F)(F)F)cc(C(F)(F)F)c2)CCCCC1	7.8%	-4.8
COc1cc(NC(=O)c2ccccc2)c(OC)cc1NC(=O)CN1CCCCC1	-1.2%	-10.2
CCc1nnc(NC(=S)Nc2ccccc2)s1	0.6%	5.4
O=C(NCc1ccc(Cl)cc1)C1CCCO1 (stereo not given)	?	.
CCCCCCSc1ccc(-c2nc3ccccn3c2NCCCC)cc1	?	.
Nc1c(C(=O)N2CCOCC2)sc(=S)n1-c1ccccc1	?	.
Cc1cc(NC(=O)/C=C/C(=O)N(CC(=O)NC2CCCC2)c2ccc(F)cc2)no1	-24.0%	1.8
O=C(NCCCn1ncc2ccccc21)c1cc(COc2c(F)cccc2F)on1	-28.6%	-16.4
CSCCC(NC(=O)c1cc(CC(C)C)oc1C)C(=O)O (stereo not given)	-3.9%	9.4
CCCCN1C(=O)C2(NNc3ccccc3O2)c2ccccc21 (stereo not given)	?	.

Continuation.
SMILES	S3 lipid droplet	S3 lipid droplet cell count max
O=C(CSc1n[nH]c(=O)[nH]c1=O)N/N=C/C=C\c1ccccc1	1.3%	-10.3
CSCCC(NC(=O)c1ccccc1Cl)C(=O)N(C)CC(=O)Nc1ccc(N2CCOCC2)cc1 (stereo not given)	21.4%	.
C=CCn1c(SCC(=O)N2CCN(c3ccccc3)CC2)nnc1-c1ccco1	?	.
COc1ccccc1NC(=O)N1CCc2[nH]c3ccc(Cl)cc3c2C1	-1.9%	.
COc1cc(NC(=O)C2CCCCC2)c2ncccc2c1	?	.
COc1ccc(N2CCN(c3nc4ccccn4c(=O)c3/C=C(\C#N)S(=O)(=O)c3ccccc3)CC2)cc1	?	.
COCCN(C(=O)COC(=O)CCC(=O)c1ccc(C)cc1)c1c(N)n(Cc2ccccc2)c(=O)[nH]c1=O	-5.9%	16.1
CC(CC(=O)N(C)CC(=O)Nc1ccc(N2CCOCC2)cc1)c1ccccc1 (stereo not given)	15.5%	12.3
CCC1=NNC(=O)C(CC(=O)Nc2ccccc2)c2cc(OC)c(OC)cc21 (stereo not given)	?	.
CN(C)S(=O)(=O)c1ccc(C(=O)NCCC(=O)N2CCCC2)cc1	?	.

Following part:
SMILES	S3 lipid droplet	S3 lipid droplet cell count max
CCC1=NC(c2ccc(Br)cc2)N(O)C1(C)C (stereo not given)	?	.
CCc1cccc2c(C(=O)CSc3nnc(C4CC4)o3)c[nH]c12	?	.
Cc1cccc(-n2c(SCC(N)=O)nc3c(c2=O)C2(CCCCC2)Cc2ccccc2-3)c1	?	.
Cc1[nH]nc2c1C(CCc1ccccc1)C(C#N)=C(N)O2 (stereo not given)	13.0%	-8.4
Nc1nnc(SCCCC(=O)c2ccc(Br)cc2)s1	i	-14.9
Cn1c(=O)c(=O)n(C)c2cc(S(=O)(=O)NCCc3ccccc3)ccc21	-21.2%	1.6
COc1ccc(-c2c3c(=O)n(C)c(=O)n(C)c3cn2C2CCCCC2)cc1	-0.8%	6.1
CC(C)CN(C(=O)CCc1ccccc1Cl)c1c(N)n(Cc2ccccc2)c(=O)[nH]c1=O	-21.8%	-15.4
Cc1cc(C(=O)N2CCCC(CO)(Cc3ccc(F)cc3)C2)c(C)o1 (stereo not given)	?	.
Cn1c(NCc2ccco2)nc2c1c(=O)n(Cc1ccc(Cl)cc1Cl)c(=O)n2C	-6.5%	7.0

Next compounds.
SMILES	S3 lipid droplet	S3 lipid droplet cell count max
Cc1cc2ccccc2n1CCNC(=O)C(C)C	i	.
Cc1cccc(-c2c3c(=O)n(C)c(=O)n(C)c3cn2-c2ccccc2O)c1	?	.
CCOc1ccccc1NC(=O)CC1(CC(=O)N2CCOCC2)CCCC1	?	.
COc1ccc(NC(=S)Nc2ccccc2)c(OC)c1	?	.
CN(C)c1ccc(C(=S)NCc2ccco2)cc1	?	.
COc1ccccc1C(=O)Nc1ccc(S(=O)(=O)Nc2onc(C)c2C)cc1	?	.
CC1CCN(c2c(NCC3CCC(C(=O)NCc4ccccc4)CC3)c(=O)c2=O)CC1 (stereo not given)	-8.4%	1.8
COc1ccc(NC(=O)c2cncc(Br)c2)c(S(=O)(=O)N2CCOCC2)c1	12.7%	8.6
Cc1cc(C)cc(N2C(=O)CC(Sc3nnnn3-c3ccccc3)C2=O)c1 (stereo not given)	?	.
COc1cc(SC)ccc1C(=O)Nc1cc(C)ccn1	?	.
COc1ccc(C(Nc2ccc(S(=O)(=O)N3CCOCC3)cc2)C(=O)NCCC(C)C)cc1OC (stereo not given)	-15.4%	7.4
Cn1cccc1Cc1nnc(SCC(=O)N2CCCC2)n1CCc1ccccc1	?	.
Cc1ccc(-c2nn(-c3cc(N4CCNCC4)ccc3[N+](=O)[O-])c(=O)c3ccccc23)cc1	?	.

Compound activity from PubChem BioAssay.

A portion of the library; rates above refer to the full screens.
